Screening results as filed in PubChem.
HepG2 viability – qHTS for Inhibitors of TGF-b: Cytotox Counterscreen; Potency, µM (series often up to 46.1 µM), inactives show top-dose activity change, negative = cytotoxicity, usual class: cytotoxic; HepG2 CAGA-GFP viability, ATP luminescence, 18 h; AID 588856, 2011; 410,000 tested, 0.76% active; also: potency is read from the fitted curve at half-maximal effect; some results filed as inactive show a strong effect at the top dose
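CellTiter-Glo luminescence gave cytotoxicity after 18 hours at 37 degrees C. The cells were HepG2 CAGA-GFP in 1% FBS DMEM, stimulated with 500 pg/mL TGF-beta after compound addition. %Activity was normalised to no-cell wells (complete cell-killing) and DMSO (no toxicity), and curves were fitted and classified.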
HT1080-NT tox – qHTS for induction of synthetic lethality in tumor cells producing 2HG: qHTS for the HT-1080-NT fibrosarcoma cell line | Potency, µM (doses to about 46.1 µM), without a hit: top-dose activity, negative = less viability, hits mostly cytotoxic | HT-1080-NT fibrosarcoma viability, CellTiter-Glo ATP luminescence, 48 h | AID 686970, 2013 | 360,000 tested, 1.6% active;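 also: NT is the 2HG producing partner of a matched IDH1 knockdown line; potency is read from the fitted curve at half-maximal effect; 0% = DMSO-treated cells and -100% = media-only wells without cells; nearly all actives have a fitted effect of over 55% in size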
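Viability of the 2HG-overproducing fibrosarcoma line after 48 hours of compound exposure at 37 degrees C was determined by luminescence with CellTiter-Glo, and concentration-effect curves were then fitted and categorized.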
HT1080 IDH1KD tx – qHTS for induction of synthetic lethality in tumor cells producing 2HG: qHTS for the HT-1080-IDH1KD cell line; HT-1080 IDH1 knockdown viability, ATP luminescence, 48 h; Potency, µM (top dose mostly 46.1 µM), for the others: at the top dose activity, negative = toxicity, hits mostly cytotoxic; 360,000 tested, 2% active; AID 686971, 2013;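 also: potency is read from the fitted curve at half-maximal effect; 0% = DMSO wells and -100% = cell-free medium wells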
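Assay cells: HT-1080 with IDH1 knockdown, 750 per well, RPMI/5% FBS. Exposure: 48 h at 37 °C following 2 h pre-incubation. Read: CellTiter-Glo luminescence; fitted concentration-response, curve class assigned.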
ATXN2 expr inh – Primary qHTS for Inhibitors of ATXN expression; HEK-293 ATXN2-luciferase reporter, luminescence, 24 h; AID 1745845, 2022; 360,000 tested, 0.72% active; Potency, µM (series often up to 57 µM), inactives show top-dose activity change, negative = inhibition, usual class: inhibitors; also: potency is read from the fitted curve at half-maximal effect; % is scaled to controls: 0 for no effect and ±100 for the full control effect; nearly all actives have a fitted effect of over 55% in size
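qHTS (up to 57 uM final) was run with 24 h compound exposure of reporter cells at 37 °C. Each well was multiplexed: SteadyGlo luminescence measured ATXN2-luciferase expression after a fluorogenic Gly-Phe-AFC viability readout (25 uM final).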
ATXN viability – Viability Counterscreen for Primary qHTS for Inhibitors of ATXN expression | 400,000 tested, 0.49% active | S2 cells (HEK-293 line with an ATXN2-luciferase reporter) viability, CellTiter-Fluor protease fluorescence, 24 h | AID 651635, 2014 | Potency, µM (doses to about 56.7 µM), hits mostly cytotoxic; also: potency is read from the fitted curve at half-maximal effect; nearly all actives have a fitted effect of over 40% in size
MCF10A rereplic – A quantitative high throughput screen for small molecules that induce DNA re-replication in MCF 10a normal breast cells; MCF 10A DNA re-replication, Hoechst nuclear intensity, 48 h; Potency, µM (top dose mostly 46.1 µM), for inactives: top-dose activity, positive = re-replication, usual class: activators; 350,000 tested, 2.9% active; also: potency is read from the fitted curve at half-maximal effect; % of control where 0% means no effect; nearly all actives have a fitted effect of over 50% in size
IL1B secr inh – qHTS for Inhibitors of Inflammasome Signaling: IL-1-beta AlphaLISA Primary Screen. THP-1 LPS/ATP IL-1B secretion, AlphaLISA, 16 h; stronger effect = lower value. 360,000 tested, 4.7% active. activity change, % at 57.5 µM; in the data active = activity change below about -50%; inconclusive = mostly about -30% to -49%; also: % is scaled to controls: 0 for no effect and ±100 for the full control effect
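Secreted IL-1B measured by AlphaLISA bead assay after 16 h compound exposure of THP-1 cells; compounds (final up to 57.5 uM) added 1 h before LPS (250 ng/mL) and ATP (1.25 mM) stimulation; lower signal means less secretion.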
KB-3-1 tox – qHTS assay for MDR1-selective chemotherapeutics: Primary screen using the parental adenocarcinoma cell KB-3-1; KB-3-1 viability, CellTiter-Glo ATP luminescence, 72 h; Potency, µM (titrated, usually from 46.1 µM), inactives show top-dose activity change, negative = cytotoxic, hits mostly cytotoxic; 400,000 tested, 1.4% active; AID 1347075, 2019; also: potency is read from the fitted curve at half-maximal effect; % is scaled to controls: 0 for no effect and ±100 for the full control effect; nearly all actives have a fitted effect of over 60% in size
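KB-3-1 parental drug-naive adenocarcinoma cells in DMEM/10% FBS, incubated 72 h at 37 C with pin-transferred compounds across a concentration series. Viability by CellTiter-Glo luminescence; concentration-response curves fitted after normalization.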
SW480 rerep – A quantitative high throughput screen for small molecules that induce DNA re-replication in SW480 colon adenocarcinoma cells; SW480 DNA re-replication, Hoechst DNA content imaging, 48 h; Potency, µM (titrated, usually from 46.1 µM), without a hit: at the top dose re-replication activation, hits mostly activators; 340,000 tested, 1.8% active; also: potency is read from the fitted curve at half-maximal effect; % of control where 0% means no effect; nearly all actives have a fitted effect of over 55% in size
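SW480 cells exposed to compounds for 48 hr at 37 C, 5% CO2, then Hoechst-stained 40 min. Nuclear DNA content imaged by fluorescence scanning (405 nm excitation, 500-530 nm emission); re-replication scored as increased high-intensity nuclei.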
Active calls of the source: *; i = inactive; ? = inconclusive; · = not tested or not shown; & = joins results of further samples; [ ] = dose if it differs, or a comment. Unless noted, calls follow the shape of the dose curve; as a rule, active = well fitted curve in the direction sought with a large enough effect; inconclusive = small, poorly fitted or top-dose-only effect, or another doubt; inactive = no such curve, though single readings can be large; an effect the other way counts as inactive or inconclusive.

Values run as follows: HepG2 viability	HT1080 IDH1KD tx	IL1B secr inh	KB-3-1 tox	SW480 rerep	HT1080-NT tox	ATXN viability	MCF10A rereplic	ATXN2 expr inh
1. COc1ccccc1OCCNc1cc(N2CCOCC2)ccc1[N+](=O)[O-]
→ -20%	-28%	-14	-1%	-11%	-1%	i	-7%	47%[activator]
2. CCOC(=O)N(C)c1c(CC)nc2c(OCc3ccc(OC(F)F)cc3)cccn12
→ -6%	2%	-5	0%	·	-20%	i	·	-21%
3. C=C(C)CSc1nnc([C@H](CCSC)NC(=O)OC(C)(C)C)o1
→ 0%	0%	0	11%	1%	-1%	?	0%	-6%
4. CCN1C(=O)CC(N2CCN(c3cccc(OC)c3)CC2)C1=O (configuration not stated)
→ 5%	7%	6	-12%	-3%	7%	i	0%	-5%
5. COc1ccc(Nc2nc(OC)nc(N3CCN(c4ccc(OC)cc4)CC3)n2)cc1
→ -16%	4%	71	-26%	2%	3%	?	3%	-12%
6. Cc1nc(-c2ccc3c(c2)CCC(=O)N3)cs1
→ -194%	-11%	-2	?	-119%[inhibitor]	3%	i	-1%	49%[activator]
7. Clc1cccc(Nc2c3c(nc4ncnn24)CCC3)c1
→ -2%	?	32	16%	-3%	-2%	i	17%	-3%
8. CC(C)Cc1nc2n[nH]c(N)c2c2c1CCCC2
→ 11%	-5%	?	-15%	-4%	1%	i	-20%	5%
9. Cc1ccc(-n2nnnc2SCC(=O)Nc2c(C)n(C)n(-c3ccccc3)c2=O)cc1
→ 2%	0%	-11	0%	3%	1%	i	1%	-11%
10. O=C(CN1CCN(c2cccc(C(F)(F)F)c2)CC1)N(C1CCCC1)C1CCS(=O)(=O)C1 (configuration not stated)
→ -9%	4%	8	-3%	-4%	4%	i	6%	10%
11. Cc1cccc(-n2cc(-c3ccccc3)[nH]c2=S)c1
→ -21%	18%	-7	11%	-16%	1%	i	5%	53%[activator]
12. NC(=S)N/N=C1\CCSc2ccc(Cl)cc21
→ -2%	-7%	-2	-16%	18µM*	-11%	i	-2%	-21%
13. COc1ccc(CN2C(=O)C(NC(=O)c3ccccc3OC)(C(F)(F)F)N=C2c2ccccc2)cc1 (configuration not stated)
→ -21%	·	·	4%	·	·	i	·	4%
14. O=S(=O)(Nc1ccc(O)c2ccccc12)c1ccc(F)cc1
→ 5µM*	-16%	16	-2%	?	-17%	?	?	32µM*
15. COC(=O)c1cc2occc2n1CC(=O)Nc1ccc(OC)c(OC)c1OC
→ -21%	3%	20	18%	-3%	7%	i	4%	0%
16. O=C(NCCCNc1ccc(C(F)(F)F)cc1[N+](=O)[O-])c1ccc(F)cc1
→ -3%	-2%	0	-1%	·	2%	i	4%	-11%
17. O=C(COc1ccc(F)cc1)Nc1ccc2nc(SCc3ccccc3)sc2c1
→ 11%	·	·	14%	·	·	i	·	7%
18. CC(C)(C)NC(=O)C(c1ccc(F)cc1)N(Cc1ccco1)C(=O)c1csnn1 (configuration not stated)
→ -23%	-5%	-29	-3%	-2%	-5%	i	1%	-26%
19. CCc1ccc(NC(=O)COC(=O)CN2C(=O)COc3ccccc32)cc1
→ -16%	0%	5	-4%	-1%	-3%	i	-3%	2%
20. CCCn1c(C)cc(C(=O)Cn2nnc3ccccc3c2=O)c1C
→ 7%	-3%	-8	1%	-1%	0%	i	12%	50%[activator]

A different layout for part of the listing above:
cpd	canonical_smiles	HepG2 viability	HT1080 IDH1KD tx	IL1B secr inh	KB-3-1 tox	SW480 rerep	HT1080-NT tox	ATXN viability	MCF10A rereplic	ATXN2 expr inh
15	COC(=O)c1cc2occc2n1CC(=O)Nc1ccc(OC)c(OC)c1OC	-21%	3%	20	18%	-3%	7%	i	4%	0%
16	O=C(NCCCNc1ccc(C(F)(F)F)cc1[N+](=O)[O-])c1ccc(F)cc1	-3%	-2%	0	-1%	·	2%	i	4%	-11%

Other compounds
Values run as follows: HepG2 viability	HT1080 IDH1KD tx	IL1B secr inh	KB-3-1 tox	SW480 rerep	HT1080-NT tox	ATXN viability	MCF10A rereplic	ATXN2 expr inh
21. Cc1ccc(S(=O)(=O)N(c2nc(NC(C)C)nc(NC(C)C)n2)n2cnnc2)cc1
→ 7%	-17%	-2	17%	-13%	-15%	?	0%	5%
22. C/C(=N\OCC(=O)Nc1ccc(F)c(F)c1F)c1cc2ccccc2o1
→ -28%	12%	3	-1%	-9%	18%	i	8%	-25%
23. COc1ccc(CN2CCCN(CC(=O)Nc3ccc(Br)cc3F)S2(=O)=O)cc1
→ -88%	·	·	-1%	·	·	?	·	-17%
24. O=C(CNc1ccccc1F)Nc1cccc2ccccc12
→ 1%	1%	-5	-5%	?	22%	i	52%	10%
25. N#CCCN(C(=S)Nc1ccc(Cl)c(Cl)c1)C1CCCCC1
→ -16%	-6%	-17	-15%	·	1%	i	·	·
26. COCCNC(=O)CCCN1C(=O)c2ccccc2Sc2ncccc21
→ 17%&0%	1%	-6	-1%	1%	9%	i	9%	1%
27. CN1CCN(c2c(/C=N/O)c3ccccc3n2C)CC1
→ -4%	-17%	-16	10%	?	-21%	i	?	-16%
28. Cc1ccc(C(=O)NCCNc2ccc([N+](=O)[O-])cc2C(F)(F)F)cc1
→ 0%	?	-6	-4%	15%	-28%	i	16%	-20%
29. O=C(C1COc2ccccc2O1)N1CCN(S(=O)(=O)c2ccccc2)CC1 (configuration not stated)
→ -5%	1%	-9	16%	0%	-2%	i	2%	-4%
30. C#CCOc1ccc(/C=C2/C(=O)N(c3ccc(S(N)(=O)=O)cc3)N=C2C)cc1OC
→ -23%	-5%	-18	-4%	·	1%	i	·	·
31. CCO[C@@H]1OC(C(=O)N2CCN(Cc3ccccc3)CC2)=C[C@H](c2csc3ccccc23)[C@H]1CCCO
→ -96%	-23%	-54*	?	?	?	?	0%	?
32. COc1ccc(Cl)cc1NC(=O)Nc1cc(C)on1
→ -1%	-1%	9	3%	-28%	-3%	i	14%	5%
33. CCCc1c(C(=O)N/N=C(\C)c2cc(C)sc2C)nnn1-c1nonc1N
→ -3%	-4%	-19	-17%	·	-2%	i	·	·
34. COc1ccccc1C1CC(=O)NC(C)=C1C(=O)OC1CCCCCC1 (configuration not stated)
→ -4%	·	·	24%	·	·	i	·	0%
35. Cn1c(=O)[nH]c(=O)c2c1nc(N1CCOCC1)n2CC(O)COc1ccccc1 (configuration not stated)
→ 9%	10%	27	22%	-7%	0%	i	-2%	4%
36. CC1=C(C(=O)N2CCOCC2)CC(CC(=O)NCc2ccco2)C(=O)N1Cc1ccccc1 (configuration not stated)
→ 20%	-7%	10	3%	·	1%	i	·	6%
37. NS(=O)(=O)c1ccc(CCNCC(=O)NCc2ccccc2Cl)cc1
→ 6%	18%	-2	-6%	-11%	-1%	i	-9%	6%
38. O=S1(=O)CCC(NC(=S)N2CCCCCC2)C1 (configuration not stated)
→ 33%	13%	24	23%	-4%	26%	i	-8%	-2%
39. Cc1ccc(/C(N)=N/OC(=O)c2ccc(F)cc2)cc1
→ -5%	?	22	14%	7%	18%	i	4%	88%[activator]
40. CC(=O)Nc1cccc(Nc2cnccn2)c1
→ -23%	11%	8	0%	·	16%	i	·	9%
41. Cc1nc2ccccc2n1CC(O)COC1CCCCC1 (configuration not stated)
→ -5%	-1%	11	-9%	-10%	-6%	i	-3%	-8%
42. O=C(Nc1ccccc1N1CCN(C(=O)c2ccc(Cl)cc2)CC1)c1ccc(Br)cc1
→ -1%	-13%	-16	6%	0%	-18%	?	7%	-8%
43. CCOC(=O)N1c2ccccc2Sc2ccccc21
→ -2%	-11%	8	-9%	28%	-3%	i	12%	·
44. Cc1ccc(C)c(NC(=O)CCCCCCCCCCC2COCCO2)c1 (configuration not stated)
→ -44%	-1%	8	-8%	4%	0%	i	?	-8%
45. O=C(NCc1ccco1)c1cccc(Nc2nc3ccc(Br)cc3[nH]2)c1
→ -42%	-8%	-15	3%	-27%	-10%	i	?	-24%
46. COc1ccc(-n2nc(C(=O)NCC(=O)N3CCCC3)c3ccccc3c2=O)cc1Cl
→ 2%	-2%	-9	23%	-2%	17%	i	2%	0%
47. Nc1ccccc1-c1ccc(Cl)cc1
→ -18%	?	-6	-11%	-7%	?	i	21%	-9%
48. Cc1cccc(NC(=O)c2cnc3scc(C)n3c2=O)c1
→ -1%	5%	14	-17%	-19%	3%	i	?	41%[activator]
49. CC[C@@]1(C(=O)OC)N[C@H](CN(C)C(=O)c2ccccc2)[C@@H]2C(=O)N(C)C(=O)[C@@H]21
→ 1%	11%	13	13%	14%[9.22 µM]	8%	i	-45%[inhibitor]	11%
50. CC(C)CC(=O)N1CCN(C(=O)c2ccc(F)cc2)CC1
→ -1%	16%	-3	?	-2%	0%	i	-9%	2%
51. CCC(C)Nc1nc2ccccc2n2c(C)nnc12 (configuration not stated)
→ 6%	-8%	-22	-20%	-20%	-7%	i	-2%	0%
52. CC1(C(=O)OCC(=O)Nc2ncc(Cl)cc2Cl)CC1(Cl)Cl (configuration not stated)
→ -4%	-2%	-13	-4%	-5%	0%	i	1%	-2%
53. O=Cc1sc(Nc2ccccc2)nc1Cl
→ -9%	-13%	-17	4%	11%	-20%	i	?	-11%
54. O=C1c2ccccc2NC(c2ccccc2O)N1c1ccc(F)cc1 (configuration not stated)
→ -1%	-23%	24	-14%	3%	-15%	i	10%	21%

Random draw from the library; 8.9% or so of the library scored in one or more.
